Screens deposited in PubChem by National Center for Advancing Translational Sciences (NCATS).
12-LOX inh: inhibitors of human 12S-lipoxygenase ALOX12 | P18054 | purified 12hLO, xylenol orange hydroperoxide absorbance | Potency, µM (doses to about 108 µM), without a hit: at the top dose activity change, negative = inhibition, actives largely listed as inhibitors | 580,000 compounds, 1.1% hits | AID 1671190; active means well fitted inhibition curve with a large enough effect; inconclusive means small, poorly fitted or top-dose-only effect, or another doubt; inactive means no such curve, though single readings can be large or run the other way
Target sequence (P18054 whole entry, looked up): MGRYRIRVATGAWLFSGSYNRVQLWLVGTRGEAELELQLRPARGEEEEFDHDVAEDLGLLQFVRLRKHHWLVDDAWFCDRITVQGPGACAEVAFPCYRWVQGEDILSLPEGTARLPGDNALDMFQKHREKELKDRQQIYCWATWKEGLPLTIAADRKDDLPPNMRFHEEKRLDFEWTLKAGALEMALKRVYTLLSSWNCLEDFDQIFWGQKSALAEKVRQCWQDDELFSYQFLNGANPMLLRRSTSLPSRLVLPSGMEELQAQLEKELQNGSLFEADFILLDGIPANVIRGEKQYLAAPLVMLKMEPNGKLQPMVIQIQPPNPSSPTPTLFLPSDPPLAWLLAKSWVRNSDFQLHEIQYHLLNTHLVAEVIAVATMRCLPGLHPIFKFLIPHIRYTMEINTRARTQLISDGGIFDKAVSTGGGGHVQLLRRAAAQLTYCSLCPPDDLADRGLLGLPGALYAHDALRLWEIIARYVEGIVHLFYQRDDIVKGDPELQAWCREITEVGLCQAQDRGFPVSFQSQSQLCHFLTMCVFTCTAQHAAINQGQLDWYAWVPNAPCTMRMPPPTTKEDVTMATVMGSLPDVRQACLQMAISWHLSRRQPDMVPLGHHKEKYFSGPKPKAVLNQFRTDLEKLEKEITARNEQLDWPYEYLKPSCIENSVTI
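Purified human 12hLO at 150 nM in 25 mM Hepes, 0.01% Triton X-100, pH 7.0, preincubated 15 min at room temperature with compound. Reaction started with 40 uM arachidonic acid, 30 min at room temperature. Hydroperoxide measured by Fe-xylenol orange, 573/405 nm absorbance ratio.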
An asterisk follows results filed as active; ? = inconclusive; [ ] = dose if it differs, or a comment. On the % scale 0 is the no-effect control and ±100 the full control effect; potency means the concentration at half of the fitted maximal effect. These rows are one share of the data. The share of hits here may be higher or lower than overall.

12-LOX inh,canonical_smiles
12%,CC1=C2C3OC(=O)C(C)C3CCC2(C)C=C(Cl)C1=O (stereo not drawn)
22%,Cc1cn2nnc(C(=O)NCCc3cccs3)c2c(=O)[nH]1
?,Cn1ccnc1C(NC(=O)COc1ccccc1-c1ccccc1)c1ccc(F)cc1 (stereo not drawn)
1%,COc1ccc(NC(=O)CC2C(=O)NCCN2C(=O)CN2CCN(c3ncccn3)CC2)cc1 (stereo not drawn)
63%[activator][176 µM],CN(Cc1cccnc1)c1ccc2ncc(Nc3ccc4c(c3)OCO4)n2n1
6%[176 µM],COc1ncc(-c2cnc3[nH]cc(CC(=O)N4CCOCC4)c3c2)cn1
27%,COc1ccccc1CNC(=O)c1sc(NC2CCCC2)nc1C
?,CC(C)N(Cc1cccc(Cl)c1)S(=O)(=O)c1cnn(C)c1
34%[activator],Cc1nc(-c2c3n(c(=O)n(Cc4ccccc4)c2=O)CCCCC3)no1
?,Cc1cc(C)cc(NC(=O)Cn2c(N3CCN(c4ccccc4)CC3)nc(C)cc2=O)c1

Reformatted: results already given
| mol | 12-LOX inh |
| --- | --- |
| CC1=C2C3OC(=O)C(C)C3CCC2(C)C=C(Cl)C1=O (stereo not drawn) | 12% |
| COc1ncc(-c2cnc3[nH]cc(CC(=O)N4CCOCC4)c3c2)cn1 | 6%[176 µM] |

Following part.
12-LOX inh,canonical_smiles
18%,COCC1CN(C2CCC2)CC12CCN(C(=O)c1cccc(OC)c1)CC2 (stereo not drawn)
4%,CCCCN1C(=O)CC[C@H]2CN(C(=O)CCn3cccc3)CC[C@H]21
0%,COC(=O)C1CCN(Cc2ccc3c(c2)CN(C(=O)c2cc4ccccc4n2C)CCO3)CC1
?,O=C(c1ccc(Cl)nc1)N1CCn2c(nn(-c3ccc([N+](=O)[O-])cc3)c2=O)C1
12%,COCCN1C(=O)[C@H]2CN(Cc3ccccc3OC(F)(F)F)C[C@H]2C1=O
7%[176 µM],COc1cccc(Nc2ncc3c(n2)C(C)(C(=O)N2CC[S+](=O)([O-])CC2)CC3)c1 (stereo not drawn)
?,COCCNC(=O)C1(C)Cc2c(-c3cccc(C(N)=O)c3)ccnc2O1 (stereo not drawn)
46%[activator],O=C(CC1CCS(=O)(=O)C1)N1CCCC(c2ccccc2)(c2ccccc2)C1 (stereo not drawn)
18%,Cc1nn(-c2ccc(F)cc2)c(Oc2cccc(F)c2)c1CCC(=O)N(C)C(C)C
4%,CC(=O)c1c(C)nn(C(C)CC(=O)N2CCc3c(nc(N)[nH]c3=O)C2)c1C (stereo not drawn)
-3%,Cn1c(=O)c2c(nc(NCCO)n2Cc2ccc(F)cc2)n(C)c1=O
-1%,C[C@@H]1CN([C@@H](C)CO)C(=O)c2cc(Br)cnc2O[C@@H]1CN(C)Cc1cncnc1
-3%,CCc1nc2ccc(C(=O)Nc3cc(-c4ccccc4)ccc3OC)cn2c1N(C)Cc1ccc(Cl)cc1
-7%,CCN(C(=O)Cn1c(CN2CCOCC2)nc2ccccc21)c1ccccc1
?,CCCC1(CC)NC(=O)N(c2ccc(Br)cc2)N1 (stereo not drawn)
-27%[176 µM],O=C1C[C@@H]2CCN(C(=O)c3ccccc3)C[C@@H]2CCN1CCN1CCNC1=O
0%,O=C(O)C1(c2ccc(Cl)cc2)CCOCC1
1%,CC(C)(C)c1ccc(Oc2ccc(NC(=O)CCC(=O)O)cc2)cc1
?,COc1ccc(-c2nc3ccccc3o2)cc1NC(=O)CC(C)C
-16%,Cc1ccc(NC(=O)Nc2cccc(-c3ccc(N4CCOCC4)nn3)c2)cc1
-4%,O=C1/C(=C/c2ccc3ccccc3c2)COc2ccccc21
?,NC(=S)N/N=C/C(Cl)=C/c1ccc([N+](=O)[O-])cc1
-10%,N#CCCn1cc(C(=O)CN2C(=O)NC3(CCc4ccccc43)C2=O)c2ccccc21 (stereo not drawn)
?,CN1CC(=O)N(C2CCCNCC2)Cc2c(NC3CCCC3)ncnc21 (stereo not drawn)
34%[activator],CCCCNC(=O)c1cccc(CN2C(=O)CC(c3ccccc3C)C(C(=O)OCC)=C2C)c1 (stereo not drawn)
7%,Cc1ccc(-c2noc3ncnc(NCCC(C)C)c23)cc1
6%,Cc1cc(OC(=O)c2cccs2)cc(OC(=O)c2cccs2)c1
1%,COc1ccc(N2C(=O)C(C)(C)CS2(=O)=O)cc1S(=O)(=O)Nc1ccc(F)c(Cl)c1
3%,CN1C(=O)c2cccn2CC1CNC(=O)c1cccs1 (stereo not drawn)
?,Cc1ccc(CN(CCc2ccccc2)C(=O)CCl)s1
3%,O=C(COc1ccc(-c2ccccc2)cc1)c1ccc(F)cc1
27%,COc1ccc2[nH]cc(CCNC(=O)CCC3CCN(C(=O)c4ccccc4)CC3)c2c1
7%,C[C@@H]1CN([C@H](C)CO)C(=O)CCCn2cc(nn2)CO[C@H]1CN(C)C(=O)c1ccc2ccn(C)c2c1
3%,COc1ccccc1-c1cnc(C(O)c2cc(C)c(OC)c(C)c2)[nH]1 (stereo not drawn)
27%,COCC(=O)Nc1ccc(Cl)c(NC(=O)NC(C)Cn2cncn2)c1 (stereo not drawn)
-7%,N#CCCCc1cn(-c2nc3ccccc3s2)nn1
22%,COc1cccc(-n2c(SC)nnc2C2CCN(CCC(C)c3ccc(C)o3)CC2)c1 (stereo not drawn)
20%,COc1ccc(OC)c(S(=O)(=O)N2CCN(C(=O)NC3CCCC3)CC2)c1
26%,O=C(CCC1CCN(S(=O)(=O)c2ccccc2)CC1)NC1CCS(=O)(=O)C1 (stereo not drawn)
?,CC(=O)NC(c1ccccc1)c1nc(-c2cccc(C(C)C)c2)cs1 (stereo not drawn)
?,COc1ccc(C(C)(O)c2nc(-c3ccc4ccccc4c3)cs2)cc1 (stereo not drawn)
5%,COC(=O)C1CCN(Cc2nc3c(Br)cc(Br)cc3c(=O)[nH]2)CC1
-3%,O=C(CCc1ncc(-c2ccccc2)o1)NCc1ccco1
-3%,CCN1C(=O)CCN(C(=O)c2cnn(C)c2)CC12CCOCC2
?,O=C(N[C@H]1CCN2C(=O)c3cc(-c4ccc(Cl)cc4)ccc3NC(=O)[C@H]12)c1cnccn1
?,O=C(C[C@H]1C(=O)N(C2CCCCC2)C[C@@H]1c1ccccc1)Nc1ccc(Br)cc1
-3%,Nc1nonc1C(=O)N1CCCN(C(=O)Nc2ccc(Cl)cc2)CC1
22%,Cc1c(C(C)NC(=O)Cc2c[nH]c3ccccc23)cnn1-c1ccccn1 (stereo not drawn)
46%[activator],Cc1ccc(OCc2nc(C3CN(C(=O)c4cc(C)n(C)n4)C3)no2)cc1
37%[activator],N#Cc1nc(COc2ccc3c(c2)OCO3)oc1NC1CCCCC1

Next section
12-LOX inh,canonical_smiles
39%,O=C(CN1CCCC1=O)N1CCC(C2CCNC2)CC1 (stereo not drawn)
-14%,CCC(CC)C(=O)N(C)c1c(C)nc2c(OCC3CCCCC3)cccn12
18%,COc1ccccc1C(=O)N1CCC2(CCCCO2)CC1
1%,CCCn1c(=O)c2sc(N3CCCC3)nc2n(CC(=O)Nc2ccc3c(c2)OCO3)c1=O
-9%,O=C(Nc1ccc(-c2nc3ccccc3o2)cc1)C1CC1
-5%,N#Cc1nc(-c2ccc(S(=O)(=O)N3CCCCC3)cc2)oc1NCCCN1CCOCC1
11%,COC(=O)C1CCN([C@H]2[C@@H]3OC[C@@H](O3)[C@@H](NC(=O)Nc3cccc(OC)c3)[C@@H]2O)CC1
-2%,COC(=O)c1cc(NC(=O)c2ccccc2OC(F)F)ccc1F
8%,COc1cccc(N2CCN(c3nc(-c4cccnc4)nc4ccccc34)CC2)c1
?,O=Cc1ccc(OCc2ccc(Cl)cc2Cl)cc1
28%,Cc1cnc2c(C(=O)NCc3cccnc3Oc3ccccc3)cnn2c1
-3%,CCCCNC(=O)c1cccc(C(=O)OC)c1
15%,CCn1c(=O)c(=O)[nH]c2cc(C(=O)N3CCC(C(=O)N4CCCCCC4)CC3)ccc21
?,COc1ccc(Cc2c(C(C)(C)C)nc3ccc(Cl)cn23)c(C)c1
6%,CCOC(=O)C1=CCN(S(=O)(=O)c2ccccc2C)C1c1ccc(Cl)c(Cl)c1 (stereo not drawn)
52%[activator],COCC1CN(C2CCC2)CC12CCN(C(=O)c1ccc(OC)cc1C)CC2 (stereo not drawn)
8%,CCn1nc(C(=O)Nc2cc(C(=O)OC)ccc2C)c2ccccc2c1=O
33%[activator],COc1ccc(F)cc1S(=O)(=O)N1CCn2c(nn(C)c2=O)C1
-10%,CN1CC(=O)N(c2ccccc2)Cc2c1ncnc2N1CCCC1CO (stereo not drawn)
9%,CCCc1c(C(=O)OCC)[nH]c2c1C(=O)CC(c1ccc(OCC)cc1)C2 (stereo not drawn)

Reformatted: 14 of the compounds above
structure | 12-LOX inh
N#Cc1nc(-c2ccc(S(=O)(=O)N3CCCCC3)cc2)oc1NCCCN1CCOCC1 | -5%
COC(=O)C1CCN([C@H]2[C@@H]3OC[C@@H](O3)[C@@H](NC(=O)Nc3cccc(OC)c3)[C@@H]2O)CC1 | 11%
COC(=O)c1cc(NC(=O)c2ccccc2OC(F)F)ccc1F | -2%
COc1cccc(N2CCN(c3nc(-c4cccnc4)nc4ccccc34)CC2)c1 | 8%
O=Cc1ccc(OCc2ccc(Cl)cc2Cl)cc1 | ?
Cc1cnc2c(C(=O)NCc3cccnc3Oc3ccccc3)cnn2c1 | 28%
CCCCNC(=O)c1cccc(C(=O)OC)c1 | -3%
CCn1c(=O)c(=O)[nH]c2cc(C(=O)N3CCC(C(=O)N4CCCCCC4)CC3)ccc21 | 15%
COc1ccc(Cc2c(C(C)(C)C)nc3ccc(Cl)cn23)c(C)c1 | ?
CCOC(=O)C1=CCN(S(=O)(=O)c2ccccc2C)C1c1ccc(Cl)c(Cl)c1 (stereo not drawn) | 6%
COCC1CN(C2CCC2)CC12CCN(C(=O)c1ccc(OC)cc1C)CC2 (stereo not drawn) | 52%[activator]
CCn1nc(C(=O)Nc2cc(C(=O)OC)ccc2C)c2ccccc2c1=O | 8%
COc1ccc(F)cc1S(=O)(=O)N1CCn2c(nn(C)c2=O)C1 | 33%[activator]
CN1CC(=O)N(c2ccccc2)Cc2c1ncnc2N1CCCC1CO (stereo not drawn) | -10%

(cont.)
12-LOX inh,canonical_smiles
-11%,CCCCn1c(=O)n(CC(=O)Nc2ccccc2)c(=O)c2c1ncn2Cc1ccco1
26%,CCCCn1nnnc1C(c1ccccc1)N1CCN(c2ccccc2)CC1 (stereo not drawn)
-7%,CCOC(=O)[C@]12CCC=C1N(Cc1ccc(Cl)cc1Cl)C(=O)[C@H](CC(=O)NCc1ccccc1)C2
3%,CCN1CCN(c2ccc(S(=O)(=O)N(CC)CC)cc2NC(=O)Cc2ccccc2C)CC1
38%[activator][176 µM],CC(C)Oc1cccc(-c2n[nH]c3c2CC(=O)N(Cc2ccccc2)C3)c1
1%[6.33 µM],Cc1ccccc1N(C)C1CN(C(=O)c2ccc3c(c2)OCO3)C1
13µM*,Nc1nc2c(s1)C(c1ccc(F)cc1F)CC(=O)N2 (stereo not drawn)
5%,C=CCOc1ccc(C=O)cc1
3%,Cc1cnc(C(=O)N2CCC(c3nc(C4CCOCC4)no3)CC2)cn1
-11%,CCn1cnc2c1c(=O)n(CC(=O)N(C)C1CCS(=O)(=O)C1)c(=O)n2Cc1ccccc1 (stereo not drawn)
14%,COc1ccc(C(=O)c2ccc(C)cc2)cc1
43%[activator],O=C(CC[C@H]1NC(=O)c2ccccc2NC1=O)NCCc1nnc2ccccn12
?,COc1ccccc1C(NC(=O)C1CCN(CCOc2ccc(Cl)cc2)CC1)c1ccccn1 (stereo not drawn)
?,COCCCNC(=O)c1cccc2c(-c3ccnn3C)coc12
37%[activator],Cc1n[nH]c(C)c1Br
-57%,CS(=O)(=O)Cc1ccc(CNCc2ccccc2Cl)cc1
?,COc1ccc(-c2ccc(C(=O)Nc3ccc(NC(C)=O)cc3)c3occc23)c(C)c1
?,CCCc1c(C)nc(Nc2nc(C)c3cccc(OCC)c3n2)[nH]c1=O
32%[activator],CNC(=O)NC[C@H]1CCN(Cc2ccc(OC)c(C)c2)C[C@H]1N(C)C
74%,Cc1ccc(-n2c(SCC(=O)Nc3ccc(C(N)=O)cc3)nc3ccccc3c2=O)cc1
-13%,CCNC(=O)C1(C)CCN(C(=O)c2ccc(C)c(F)c2)C1 (stereo not drawn)
-21%,O=C(CSc1nnc2c(=O)n(-c3ccc(F)cc3)ccn12)N1CCN(c2ccc(F)cc2)CC1
-1%,CCCCNC(=O)C(NC(=O)c1cnc(C)cn1)C(=O)c1ccccc1 (stereo not drawn)
-11%,CC(=O)N1CCOc2ccc(S(=O)(=O)NCC3CNCCOC3)cc21 (stereo not drawn)
?,S=C(NCc1cccs1)Nc1ccc(Br)cc1
-14%[176 µM],O=C(c1ccccc1)N1CCNc2cnc(Nc3cccc(F)c3)nc2C1
18%,Cc1n[nH]c(C)c1CCCNC(=O)C1CC2(CCNCC2)CN1 (stereo not drawn)
6.3µM*,Cc1ccc(Cc2c(-c3ccccc3)nc3ccc(Br)cn23)cc1
12%,COc1ccc(CNC(=O)c2ccc3nc(Cc4ccccc4F)oc3c2)cc1OC
-12%,Cc1ccccc1N1CCN(C(=O)c2cc3ccccc3[nH]2)CC1
8%,Cc1nc(-c2cc3ccc(OCC(=O)NCCO)cc3oc2=O)cs1
13%,COCCOc1ccc(C(=O)N[C@@H]2CN(C(=O)NCc3ccccc3)CCC[C@H]2O)cc1
40µM*,CC(=O)C1=C(C)N(CC(C)C)C(=S)NC1c1ccc(Br)cc1 (stereo not drawn)
?,Cc1oc(-c2cccs2)nc1CC(=O)Nc1ccccc1N1CCCC1
55%[activator][176 µM],O=C(NCc1ccco1)[C@@H]1Cc2nc[nH]c2CN1Cc1ccc(Cl)cc1
-8%,CC1CCN(C(=O)c2nn(C)c(=O)c3ccccc23)c2ccccc2S1 (stereo not drawn)
-4%,O=C(CN1CCN(CC(=O)Nc2ccccc2C(=O)c2ccccc2)CC1)Nc1ccc(F)cc1
